Assay outcomes deposited in PubChem by Broad Institute.
Xi reactivation: reactivates the inactive X chromosome in mouse fibroblasts. XiGFP mouse fibroblasts, % GFP-positive cells imaging, 3 d; cells co-treated with 5-aza-dC sensitizer; scaled so ellipticine positive control = 100%. activation, % at 7.58 µM. hit rate 0.055% among 360,000. AID 743238;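 active means mean normalized replicate activation at least 10% and every replicate at or above 10%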;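 further: 0% = median of on-plate neutral control wells and 100% = ellipticine 6 µM median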
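assay system = SV40-immortalized XiGFP fibroblast cells, line 68-5-11 | buffer or medium = DMEM plus 5-aza-dC sensitizer | doses = single-point pinned compound dosing | times = 3-day compound exposure, then 15 min fixation at room temperature | benchmarks = positive control ellipticine, 6 µM final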
esBAF inh: SWI/SNF esBAF complex inhibition; mouse ES cells, Bmi1-luciferase knock-in reporter, 24 h; 100% = twice the neutral-well signal; reporter increase, % at 12.5 µM; hit rate 2% among 350,000; AID 602393; in the data active means activation above about 40%;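 further: 0% = median of the plate's neutral control wells and 100% = double that signal; a rise in the Bmi1 reporter signal indicates esBAF inhibition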
ERAP1 inh: inhibitors of human ERAP1 aminopeptidase; AID 652197; hit rate 0.15% among 340,000; Q9NZ08; recombinant ERAP1, Leu-AMC fluorescence, 60 min; inhibition, % at 10.7 µM;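 active means mean replicate inhibition of at least 30%, or all replicates individually reaching that 30% level; inactive means mean below 30% and not every replicate reaching it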;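 further: 0% = neutral control wells and 100% = L-leucinethiol positive control wells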
RAD54 inh: RAD54 (human) branch migration inhibition. Q92698. RAD54 Holliday junction branch migration, FAM/BHQ fluorescence. inhibition, % at 10.4 µM. hit rate 0.14% among 360,000;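 active means mean normalized replicate activity at least 40 and at least half of replicates scoring 40 or more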;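 further: 0% = median of neutral control wells and 100% = median of positive control wells; inhibitors cause a drop in the FAM fluorescence signal; in these data hits start at about 50%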
RAD52 inh: RAD52 (human) annealing inhibition. recombinant RAD52 DNA annealing, FRET fluorescence. inhibition, % at 18.7 µM. hit rate 0.46% among 360,000;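 active means every replicate showing at least 50% inhibition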
Target sequence (P43351 whole entry, looked up): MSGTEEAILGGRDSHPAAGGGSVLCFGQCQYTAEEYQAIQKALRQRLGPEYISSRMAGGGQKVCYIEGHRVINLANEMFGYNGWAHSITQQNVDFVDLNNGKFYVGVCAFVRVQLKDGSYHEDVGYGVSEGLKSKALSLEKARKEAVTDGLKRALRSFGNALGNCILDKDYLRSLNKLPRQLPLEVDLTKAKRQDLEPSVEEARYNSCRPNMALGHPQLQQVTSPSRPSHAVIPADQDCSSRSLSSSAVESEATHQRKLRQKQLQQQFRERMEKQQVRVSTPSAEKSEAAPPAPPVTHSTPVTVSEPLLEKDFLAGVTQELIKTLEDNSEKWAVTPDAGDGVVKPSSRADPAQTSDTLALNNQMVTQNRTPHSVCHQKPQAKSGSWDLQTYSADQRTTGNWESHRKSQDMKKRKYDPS
ARNT TACC3 PPI: disrupts binding between human ARNT and TACC3; Q9Y6A5; AlphaScreen His-ARNT PAS-B/GST-TACC3 binding, luminescence; TACC3 fragment carries E629A point mutation; inhibition, % at 9.99 µM; hit rate 0.66% among 390,000;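 active means mean inhibition of replicates at least 50% and at least half of replicates each reaching 50%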;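 further: 0% = complete ARNT plus TACC3 wells and 100% = ARNT alone without TACC3; many hits fall short of the cut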
F508del corr: correctors of CFTR F508del function in bronchial epithelial cells; CFBE cells, YFP halide quenching; stimulated with forskolin plus potentiator P3; % fluorescence drop versus neutral controls; activity (quench increase), % at 7.58 µM; hit rate 0.36% among 350,000;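 active means mean added fluorescence quench of at least 8% versus neutral control, with both replicates also reaching 8%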;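 further: cells transiently co-express mutant CFTR-F508del with the halide-sensitive YFP; corrector assay measuring rescue of mutant channel to the surface after 24 h compound exposure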
GSIS activator: GLuc luminescence reporter in INS-1E cells, primary screen for activators of glucose-dependent secretion of insulin; INS-1E GLuc reporter insulin secretion, 2-3 h; AID 743287; hit rate 0.61% among 370,000; activation, % at 16.6 µM;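 active means lowest replicate activation of at least 40%, so every replicate reaches that level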;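 further: 0% = median of neutral control wells and 100% = median of IBMX positive control wells; some compounds called inactive have numbers as strong as hits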
An asterisk follows results filed as active; x = not tested or not shown; & = joins results of further samples; ! = repeats disagree.

Second line of a record: ERAP1 inh, RAD54 inh, Xi reactivation, esBAF inh, F508del corr, RAD52 inh, ARNT TACC3 PPI, GSIS activator
O=C(C[C@@H]1C=C[C@H](NC(=O)CCN2CCCCC2)[C@@H](CO)O1)NCc1ccc(Cl)c(Cl)c1
    2, 0, -0.1, -2, 1.5, -1, -10, -5
Cc1[nH]c2ccccc2c1C(=O)COC(=O)c1c(-c2c(F)cccc2Cl)noc1C
    x, -4, 0.6, x, x, x, -15, -26
C[C@H]1COc2cc(NCCCN3CCOCC3)ccc2S(=O)(=O)N1
    x, x, 0.1, x, -3.3, -24, x, 12
C[C@@H]1CN([C@H](C)CO)C(=O)c2cc(C#Cc3ccccn3)cnc2O[C@H]1CN(C)C(=O)c1cnccn1
    1, 5, -0.7, 1, -1.4, -53, 5, 10
CCCCNC(=O)c1onc(CSc2ccccn2)c1C(=O)NCCCC
    x, 1, 0.0, -8, 2.2, x, -2, -23
CN1C(=O)c2cc(NC(=O)NC3CCCC3)ccc2OC[C@@H]2O[C@@H](CC(=O)NCC3CC3)CC[C@H]21
    1, -3, 0.2, -5, 0.0, -13, -8, -3
CCN1CCN(CC(=O)c2ccc(OC)cc2)CC1
    x, 1, 0.0, -6, -1.0, -20, -8, 14
CCOC(=O)N1CCC(NC(=O)c2cc(COc3c(C)cccc3C)on2)CC1
    -3, 3, 0.0, 8, -3.5, -14, 1, -6
Cc1noc(C)c1S(=O)(=O)N(C)C[C@H]1OCCCC[C@@H](C)Oc2ccc(NC(=O)C3CCCCC3)cc2C(=O)N([C@H](C)CO)C[C@@H]1C
    -1, -10, 0.4, -1, -0.3, -4, -6, -12
CC(C)[C@H](NC(=O)c1ccccc1)C(=O)OCC(=O)NCCC1=CCCCC1
    -2, -2, -0.3, x, x, -11, -4, x
COc1ccc(C(=O)NCCNC(=O)c2ccc(C)nc2)cc1
    -7, 12, 0.2, -7, -1.3, -8, -11, 13
Cc1ccc(C(=O)NS(=O)(=O)c2ccc(C)cc2)cc1
    3, 4, 0.0, x, -0.5, -9, -3, -3
C=CCn1c(C)nnc1SCC(=O)Nc1ccc2c(c1)OCCO2
    1, -3, -0.1, 10, -3.4, -13, -3, -5
COC(=O)c1[nH]c2c(c1C)C(=O)CC(c1cccc(OC)c1)C2 (stereo unspecified)
    1, -6, 1.4, 5, 8.4*, -8, -8, 0
CC(C)NC(=O)CN1CCN(Cc2nc(-c3cccs3)no2)CC1
    -5, 8, -0.1, -1, -2.0, -11, -2, 16
CC(C)NC(=O)COc1ccc(S(=O)(=O)N2CCCC2)cc1
    0, 2, 0.0, 9, -0.6, -12, -3, 1
C[C@@H]1CCCCO[C@H](CN(C)Cc2ccc(C(=O)O)cc2)[C@@H](C)CN([C@@H](C)CO)C(=O)c2cc(NC(=O)CCC(F)(F)F)ccc2O1
    -1, 0, -0.4, -10, 0.2, 2, -9, 4
Cc1ccc(S(=O)(=O)[N-]c2nc3ccccc3nc2-[n+]2cc(C)cc(C)c2)cc1
    8, x, 0.3, -2, -1.9, -11, 1, -9
CN1C(=O)c2cc(NS(=O)(=O)c3ccccc3F)ccc2OC[C@@H]2O[C@@H](CC(=O)NC3Cc4ccccc4C3)CC[C@H]21
    3, 11, 0.0, -1, x, -1, 1, -8
COc1ccc(NC(=O)Nc2ccc3c(c2)C(=O)N([C@@H](C)CO)C[C@@H](C)[C@@H](CN(C)Cc2ccc(C(=O)O)cc2)O3)cc1
    6, -4, 0.2, 3, 0.2, -9, -4, 26
O=S1(=O)C[C@H](N2CC[C@@H](O)C2)[C@@H](COCc2ccccc2)N1
    x, -7, 0.0, -1, -4.6, -9, x, 20
CCc1cc(-c2n[nH]c(C)c2-c2nc3ccccc3n2C)c(O)c(CN2CCN(C)CC2)c1O
    14, 4, x, 8, 3.8, 17, 8, -5
Cc1ccc2c(c1)c1c(n2CC(O)CN2CCC(C)CC2)CCCC1 (stereo unspecified)
    x, 5, -0.2, -5, 1.3, -20, 15, -13
O=C(C1CC1)N1CC(=O)N2[C@H](C1)[C@@H](c1ccc(-c3ccccc3F)cc1)[C@@H]2CO
    2, x, 0.0, x, -0.7, 3, x, -2
COc1ccc(N(CC(=O)NCCc2ccc(C)cc2)S(=O)(=O)c2c(C)noc2C)cc1
    -3, 3, 0.0, -4, 1.1, -2, -5, -18
CCN(CC)C(=O)COc1ccc2c3c(c(=O)oc2c1)CCCC3
    3, -4, 0.0, 4, -0.5, -14, -2, -8
COc1ccc2nc(NC(=O)CCNC(=O)c3ccccc3Cl)sc2c1
    7, x, 0.0, x, 0.9, -11, -8, 24
C#CCOCCOCCOCCNc1nc(N2CCN(C(=O)C([C@@H](C)CC)n3cc(C(N)COC(=O)C(F)(F)F)nn3)CC2)nc(N2CCN(C(=O)C([C@@H](C)CC)n3cc(C(N)CC(C)C)nn3)CC2)n1 (stereo partly specified)
    -2, x, 0.0, x, -1.4, 8, x, 17
Nc1c2c(nc3ccccc13)CCCC2
    -4&-2, 16&31&6, -0.1&-0.3, -4&12&-3, 16*!, 4&25, 0&-3&-16, x
CCc1ccc(/C=N/NC(=O)c2nnn(-c3nonc3N)c2CN2CCOCC2)cc1
    0, 0, 0.1, -15, 0.9, -13, 0, 4
COc1ccccc1NCCC(=O)OCC(=O)NC1CC1
    -5, -5, 0.0, x, -2.5, 7, -7, 8
CCOc1ccc(NS(=O)(=O)c2ccc(C(=O)NCC3(N4CCCCC4)CCCCC3)cc2)cc1
    5, -1, 0.0, -6, -0.6, -15, 0, -14
CC(C)NC(=O)Nc1ccc2c(c1)C(=O)N(C)[C@@H]1CC[C@H](CC(=O)NCc3ccc(F)cc3)O[C@@H]1CO2
    0, -3, 0.0, 2, x, 1, -14, -2
Cc1ccc(/C=N/NC(=O)CN(Cc2ccccc2)S(=O)(=O)c2ccc3c(c2)OCCO3)cc1
    3, 6, 0.0, x, 2.0, -4, -2, -8
Cc1ccc2c(c1)N(CCCC(=O)NCCCN1CCCCC1)C(=O)CO2
    7, -5, 0.2, -3, 2.8, -13, -7, 0
CC(=O)N(C)C[C@@H]1Oc2cc(C#C[C@@H](C)O)ccc2S(=O)(=O)N([C@H](C)CO)C[C@H]1C
    -2, 0, -1.0, -1, -1.2, 5, -7, 14
OC[C@@H]1CN(Cc2cccnc2)C[C@H](n2cnc3c(N4CCCC4)ncnc32)O1
    2, 7, 0.1, -4, 1.9, 5, x, -7
Nc1cccc(Nc2ncnc3ccccc23)c1
    -2, 11, 0.0, -1, 0.1, -8, -15, -5
O=C(C1=C[C@H](c2ccccc2)C[C@H](OCc2ccc(CO)cc2)O1)N1CCN(Cc2ccc3c(c2)OCO3)CC1
    -2&1&1, -6&-17&0, 0.0, -3, 3.2&2.8&2.4, 3&-2&-57, 9&14&1, -25
CO[C@H]1CN(C)C(=O)c2cc(NC(=O)Cc3ccccc3)ccc2OC[C@H](C)N(C)C[C@@H]1C
    1, 1, -0.2, 0, x, -128, -5, 7

Structures from the list above that have an aryl thioether with sulfur outside any ring:
Second line of a record: ERAP1 inh, RAD54 inh, Xi reactivation, esBAF inh, F508del corr, RAD52 inh, ARNT TACC3 PPI, GSIS activator
CCCCNC(=O)c1onc(CSc2ccccn2)c1C(=O)NCCCC
    x, 1, 0.0, -8, 2.2, x, -2, -23
C=CCn1c(C)nnc1SCC(=O)Nc1ccc2c(c1)OCCO2
    1, -3, -0.1, 10, -3.4, -13, -3, -5

(continued)
Second line of a record: ERAP1 inh, RAD54 inh, Xi reactivation, esBAF inh, F508del corr, RAD52 inh, ARNT TACC3 PPI, GSIS activator
C[C@H]1CN([C@@H](C)CO)C(=O)Cc2cc(NC(=O)Nc3cccc4ccccc34)ccc2O[C@@H]1CN(C)C(=O)Nc1ccc2c(c1)OCO2
    -3, -14, 0.0, 2, -2.4, 1, -13, -8
O=C1Cc2cc(NS(=O)(=O)c3ccc(Cl)cc3)cc3c2N1CCC3
    2, -14, 0.0, x, 1.1, -1, 3, -2
C[C@@H]1CCCCO[C@@H](CN(C)C(=O)CCC(F)(F)F)[C@H](C)CN([C@H](C)CO)C(=O)c2cc(NC(=O)C3CCCCC3)ccc2O1
    -1, 1, 0.2, 10, 0.9, -9, -7, -20
COc1ccc(NC(=O)Nc2ccc3c(c2)C(=O)N([C@H](C)CO)C[C@H](C)[C@H](CN(C)C(=O)NC(C)C)OCCCC[C@H](C)O3)cc1
    0, 9, 0.0, 1, -1.4, 9, -7, 1
O=C(NC(=S)NCCC1=CCCCC1)c1cccnc1
    1, x, 1.0, x, 1.7, -4, 2, -3
COc1cc2c(cc1OC)CN(C(=O)c1cc(S(=O)(=O)N3CCOCC3)c(Cl)cc1Cl)CC2
    2, -16, 0.3, -2, 1.0, 1, 3, -1
Cc1ccc(CN2CCN(/N=C/c3ccc(O)c(O)c3)CC2)cc1
    -1, 1, 0.2, -3, -2.0, 5, 9, 17
COc1ccc([C@H]2CC(=O)C[C@@H](CCn3cc(-c4cccnc4)nn3)O2)cc1
    x, x, 0.0, x, 1.4, -11, x, 4
CCCCN(C)c1c(C)nc2ccc(C(=O)Nc3cc(-c4ccccc4)ccc3OC)cn12
    0, -2, 0.2, 13, -6.7, -8, x, x
CCc1ccc(NC(=O)CSc2nc(CSc3ccc(C)cc3)cc(=O)[nH]2)cc1
    0, x, 0.1, x, -1.0, -9, -3, x
CCn1ccc(C(=O)NCc2ccc3c(c2)OCO3)n1
    1, -7, -0.1, x, -0.7, 2, -10, 7
CN1C(=O)c2cc(NC(=O)c3ccc(C(F)(F)F)cc3)ccc2OC[C@@H]2O[C@H](CC(=O)O)CC[C@H]21
    1, -6, 0.6, -3, 3.5, 1, 28, 3
COc1ccc(-c2sc3ccccc3c2-c2ccc(OCCN(C)C)cc2)cc1
    2, 6, 1.8, -40, -1.1, -54, 11, 25
COc1ccc2c3c(n(C)c2c1)[C@@H](CO)N(Cc1ccccc1F)CC31CN(C(=O)C2CC2)C1
    -1, x, 0.4, x, -3.6, -18, x, -14
Cc1ccc(S(=O)(=O)NCCN2CCOCC2)s1
    -2, -2, 0.2, 0, 1.7, -6, -4, 2
NC(=O)C1CCN(C(=O)CCC(=O)c2cccs2)CC1
    -5, -8, 0.0, x, 0.6, -7, -2, 5
Cc1onc(-c2c(F)cccc2Cl)c1C(=O)c1ccccc1
    x, 7, 0.1, x, 0.1, 4, -9, 3
Cc1cccc(NC(=O)C2CCN(C(=O)c3ccc(F)cc3)CC2)n1
    2, -5, 0.3, 4, -3.5, -16, 0, 4
CCOc1ccc(OCCSc2ccc(S(=O)(=O)N3CCN(C)CC3)cn2)cc1
    0, 2, -0.1, 6, 1.3, -5, x, -39
COC(=O)c1ccc(CC(=O)c2nc3ccccc3s2)cc1
    x, -5, 0.0, x, x, x, 2, -5
FC(F)(F)c1ccc2c3n(nc2c1)CCN=C3c1ccc(Cl)cc1
    1, 8, -0.1, 19, -0.2, -13, -1, x
CC(C)CCN1CC(C(=O)NCCC2=CCCCC2)CC1=O (stereo unspecified)
    1, -1, x, 38, -1.9, -9, -10, -13

Structures above with an NH in an aromatic ring (4):
Second line of a record: ERAP1 inh, RAD54 inh, Xi reactivation, esBAF inh, F508del corr, RAD52 inh, ARNT TACC3 PPI, GSIS activator
Cc1[nH]c2ccccc2c1C(=O)COC(=O)c1c(-c2c(F)cccc2Cl)noc1C
    x, -4, 0.6, x, x, x, -15, -26
COC(=O)c1[nH]c2c(c1C)C(=O)CC(c1cccc(OC)c1)C2 (stereo unspecified)
    1, -6, 1.4, 5, 8.4*, -8, -8, 0
CCc1cc(-c2n[nH]c(C)c2-c2nc3ccccc3n2C)c(O)c(CN2CCN(C)CC2)c1O
    14, 4, x, 8, 3.8, 17, 8, -5
CCc1ccc(NC(=O)CSc2nc(CSc3ccc(C)cc3)cc(=O)[nH]2)cc1
    0, x, 0.1, x, -1.0, -9, -3, x

Rows were taken by chance. About 3.3% of those tested had a hit in this group.
